CRFR2-BP ag = agonists of CRF-BP/CRF-R2 complex, primary screen, cell-based, HEK293, calcium dye fluorescence, uHTS. CRF-binding protein / CRF receptor 2 complex (human). calcium dye fluorescence (FLIPR); percent of saturating CRF peptide response. activation, % at 13.2 µM. 0.46% of 350,000 active. AID 588473, 2011;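 active means activation of at least 50%, plus an integration ratio under a set limit after plate pattern correction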;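 further: plate controls were neutral control wells without compound for no effect and CRF at EC100 for full effect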
IDE cell activ = human IDE activators in live cells, primary screen, fluorescence polarization, HEK cells, FAbeta-B substrate; Insulin-degrading enzyme (Homo sapiens), P14735; FAbeta-B cleavage; 0% vehicle, 100% cell-free pure enzyme wells; activation, % at 5.96 µM; 0.073% of 340,000 active;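 active means activation above the mean of all tested compounds plus 3 SD, set per screening campaign, cut at about 17% in these data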
M4 PAM = human M4 muscarinic receptor positive allosteric modulators, primary screen, CHO-K1 cells, Fluo-8 calcium fluorescence | Muscarinic acetylcholine receptor M4 (Homo sapiens), P08173 | CHO-K1 hM4/Gqi5, ACh EC20; 0% = ACh EC20, 100% = maximal ACh | AID 624126, 2012 | activation, % at 3 µM | 0.4% of 360,000 active;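 active means activation above its plate's cutoff, the mean activation of sample wells plus 3 SD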; further: some results filed as inactive read as strong as hits
Target sequence (P08173 whole entry, looked up): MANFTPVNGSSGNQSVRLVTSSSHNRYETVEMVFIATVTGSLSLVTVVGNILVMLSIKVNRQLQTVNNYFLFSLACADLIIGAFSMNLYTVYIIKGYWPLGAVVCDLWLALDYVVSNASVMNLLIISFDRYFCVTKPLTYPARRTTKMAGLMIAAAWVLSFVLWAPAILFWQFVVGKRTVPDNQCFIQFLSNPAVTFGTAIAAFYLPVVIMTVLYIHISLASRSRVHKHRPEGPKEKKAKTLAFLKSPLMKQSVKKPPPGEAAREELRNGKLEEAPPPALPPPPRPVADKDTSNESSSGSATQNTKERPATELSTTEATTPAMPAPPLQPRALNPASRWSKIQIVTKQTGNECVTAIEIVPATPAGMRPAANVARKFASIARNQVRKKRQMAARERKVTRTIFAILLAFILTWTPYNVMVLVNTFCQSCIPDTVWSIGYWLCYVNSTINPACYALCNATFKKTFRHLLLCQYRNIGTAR
pCIP destab = p/CIP-EGFP fusion destabilizers, primary screen, fluorescence, F442A cells | Q05BA5 | 16 h | decrease of EGFP signal, % at 10 µM | 0.01% of 290,000 active;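 active means EGFP signal decrease of at least 30% at 10 µM or well 3 SD below plate mean, unless failing retest; inactive means the rest, including hits failing retest or dose response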; further: some compounds called inactive have numbers as strong as hits; many of its hits are not listed in these tables
MEKK3 PB1 HTS = modulators of MEKK3-MEK5 PB1 binding, primary screen, biochemical, wildtype MEKK3, multiplex bead flow cytometry, Alexa488-MEK5 | Mitogen-activated protein kinase kinase kinase 3 (Homo sapiens), Q99759 | bead-based flow cytometry, Alexa488-MEK5 binding to MEKK3; actives lie on both sides; 0 = blocked by unlabeled MEK5, 100 = vehicle | binding response (% of control), % at 10 µM | 1.4% of 290,000 active;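 active means binding response more than 3 SD above or below the average of its plate-row segment, actives on both sides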;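 further: Alexa488 bead fluorescence after subtracting the streptavidin-only scavenger bead signal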
Target sequence (Q99759 whole entry, looked up): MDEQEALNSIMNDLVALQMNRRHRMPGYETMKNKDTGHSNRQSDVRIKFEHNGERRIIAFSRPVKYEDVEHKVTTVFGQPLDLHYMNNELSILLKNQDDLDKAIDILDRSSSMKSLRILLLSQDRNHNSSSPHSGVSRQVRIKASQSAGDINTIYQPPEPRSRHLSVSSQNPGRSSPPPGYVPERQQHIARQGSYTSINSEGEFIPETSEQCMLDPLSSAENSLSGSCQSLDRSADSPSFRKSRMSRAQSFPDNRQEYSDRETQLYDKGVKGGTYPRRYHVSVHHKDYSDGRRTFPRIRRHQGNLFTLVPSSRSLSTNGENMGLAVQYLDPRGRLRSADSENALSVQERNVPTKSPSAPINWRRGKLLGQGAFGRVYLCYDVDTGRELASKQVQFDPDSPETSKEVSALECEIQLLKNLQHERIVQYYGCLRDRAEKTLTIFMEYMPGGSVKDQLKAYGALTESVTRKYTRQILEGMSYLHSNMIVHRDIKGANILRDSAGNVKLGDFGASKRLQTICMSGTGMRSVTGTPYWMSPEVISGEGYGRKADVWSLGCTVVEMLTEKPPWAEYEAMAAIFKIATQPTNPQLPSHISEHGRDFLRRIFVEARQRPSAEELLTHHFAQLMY
CRFBP-R2 block = antagonists of CRF-BP/CRF-R2 complex, primary screen, cell-based, HEK293, calcium dye fluorescence, uHTS. CRF-induced calcium fluorescence. inhibition, % at 11.8 µM. 0.59% of 350,000 active;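 active means inhibition of the ligand-induced calcium signal above about 50% at the single tested concentration, limit read from the data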
IDE cell inh = human IDE inhibitors in live cells, primary screen, fluorescence polarization, HEK cells, FAbetaB substrate; Insulin-degrading enzyme (Homo sapiens), P14735; FAbetaB cleavage; inhibition, % at 5.59 µM; 0.41% of 320,000 active;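 active means percent inhibition above the average of all tested compounds plus 3 SD, set per screening campaign, cut at about 16% in these data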;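 further: IDE supplied by intact live HEK cells; FP after avidin binding of uncleaved biotin substrate so inhibition keeps polarization high; 0% = DMSO wells and 100% = 60 µM reference IDE inhibitor Ii1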
PHOSPHO1 block = PubChem AID 1565; Phosphoethanolamine/phosphocholine phosphatase (Homo sapiens), Q8TCT1; recombinant PHOSPHO1, absorbance phosphatase assay; inhibition, % at 13.3 µM; 1.1% of 290,000 active; in the data active means inhibition above about 60%
GalR3 antagonist = GalR3 antagonists in HEK293 cells, primary screen, cell-based, fluorescence readout; Galanin receptor type 3 (Homo sapiens), O60755; 0.44% of 360,000 active; inhibition, % at 3 µM; HEK293 GalR3-CNG cAMP membrane potential fluorescence; galR3 body fused to GalR1 C-terminus;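 active means inhibition above the screen-wide average plus 3 SD, cut at about 13% in these data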;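 further: forskolin and galanin both at EC90 stimulate the cells; cAMP rise reported by CNG channel membrane potential dye signal; 0% = forskolin plus galanin with DMSO and 100% = forskolin alone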
The depositor's hits bear a star; . = not tested or not shown; & = joins results of further samples; [ ] = dose if it differs, or a comment.

SMILES	CRFR2-BP ag	IDE cell activ	M4 PAM	pCIP destab	MEKK3 PB1 HTS	CRFBP-R2 block	IDE cell inh	PHOSPHO1 block	GalR3 antagonist
O=S(=O)(c1ccc(N2CCOCC2)c(Cl)c1)N1CCOCC1	-0.3	2	2	1	97	-3	8	10	-3
COc1ccc(CCNC(=O)Cn2cnc3c(cnn3-c3ccccc3Cl)c2=O)cc1OC	-1.1	1	2	1	104	11	-6	19	-6
CCOC(=O)c1cn2nc(Oc3ccc(C)cc3)ccc2n1	-1.2	.	7	-10	91	-4	9	17	-6
COCCCNC(=O)NC(=O)c1ccccc1	-0.4	0	8	0	98	25	-2	-12	-11
CCN(CC)CCCN=Cc1c(O)n(-c2cccc(C)c2)c(=O)c2ccccc12	-4.6	.	-2	6	98	1	-5	15	-5
O=C(COC(=O)c1cnccn1)N=c1sccn1Cc1ccccc1Cl	-1.0	6	-2	.	.	11	3	.	-5
Cn1c(=O)c2c(nc(Oc3ccccc3)n2C)n(C)c1=O	-0.2	-5	10	-18&-5	96	5	3	36&5	-1
O=C(CSc1nc2cc3ccccc3cc2[nH]1)Nc1ccc(F)cc1	0.6	4	2	-9	104	-28	-1	-37	-6
CC1(C)CC(=O)C/C(=N\NC(=O)c2cccs2)C1	5.6	-5	3	-6	101	-11	-2	-5	-1
Cn1c(SCC(=O)Nc2cc([N+](=O)[O-])ccc2F)nnc1C(F)(F)F	-1.5	1	-4	-5	112	0	-1	19	-3
O=S(=O)(Cc1cc(Sc2ccccc2)nc(-c2ccccc2)n1)c1ccccc1	4.7	5	5	-13	108	-10	0	22	1
Cc1ccc(S(=O)(=O)CC#CCOC(=O)c2ccc([N+](=O)[O-])cc2)cc1	.	.	.	-5	98	.	10	15	.

Structural class: the compounds so far with an aryl thioether with sulfur outside any ring
SMILES	CRFR2-BP ag	IDE cell activ	M4 PAM	pCIP destab	MEKK3 PB1 HTS	CRFBP-R2 block	IDE cell inh	PHOSPHO1 block	GalR3 antagonist
O=C(CSc1nc2cc3ccccc3cc2[nH]1)Nc1ccc(F)cc1	0.6	4	2	-9	104	-28	-1	-37	-6
Cn1c(SCC(=O)Nc2cc([N+](=O)[O-])ccc2F)nnc1C(F)(F)F	-1.5	1	-4	-5	112	0	-1	19	-3
O=S(=O)(Cc1cc(Sc2ccccc2)nc(-c2ccccc2)n1)c1ccccc1	4.7	5	5	-13	108	-10	0	22	1

Next records.
SMILES	CRFR2-BP ag	IDE cell activ	M4 PAM	pCIP destab	MEKK3 PB1 HTS	CRFBP-R2 block	IDE cell inh	PHOSPHO1 block	GalR3 antagonist
COc1cc(CC(NC(C)=O)C(=O)NC2CCN(c3c(Cc4ccccc4)c(C)nc4ncnn34)CC2)cc(OC)c1 (centres undefined)	2.2	-3	0	-6	93	19	1	-3	-4
O=C(Nc1nnc(-c2ccc(F)cc2)s1)c1ccco1	1.6	5	-10	3	104	-9	-4	26	-7
O=C(N/N=C/c1cccnc1)c1sc2ccccc2c1Cl	0.0	-1	-5	-9	102	20	2	38	-2
N#C/C(C(=O)Oc1ccccc1)=C1\C=Cc2ccccc2N1	-0.4	-2	-1	-3	106	32	10	25	-5
COc1ccc(C(=O)Nc2ccc3oc(Cc4ccc(Cl)cc4)nc3c2)cc1OC	-2.1	3	0	-7	102	19	0	-23	1
Cc1ccc(C(=O)O)cc1NC(=O)C1CCN(S(=O)(=O)c2ccc3c(c2)OCCO3)CC1	-1.4	1	7	.	.	13	8	.	-4
Cc1ccccc1NC(=S)N(CCc1c(C)[nH]c2ccc(F)cc12)Cc1ccncc1	0.6	5	-8	-6	117	-26	1	34	-3
Cc1nc(=S)n(-c2ccccc2)[nH]1	3.5	-2	-3	0	101	-21	1	39	4
Cc1cc(=O)[nH]c(N/N=C/c2ccc(OC(=O)c3cccnc3)cc2)n1	-3.1	5	-1	7	110	3	4	32	-1
CN(C)CC/C=C1\c2ccccc2Sc2cc(F)c(Cl)cc21	-0.1	-4	-66	.	.	-16	-1	.	-9
Cc1occc1-c1nnc(SCC(=O)N2CCCC(C)C2)o1 (centres undefined)	-3.3	2	-1	.	.	13	0	.	-7
CCCn1c(N2CCN(CC(=O)Nc3ccc4c(c3)OCCO4)CC2)nc2ccccc21	0.1	4	16	0	102	-4	-3	-14	-1
Cc1cc(N2CCC(C(=O)NCC3CC3)CC2)nc(-c2ccccc2)n1	2.6	-1	3	-12	102	19	8	-57	-5
COc1ccccc1-c1n[nH]c2c1[C@H](C)CC[C@H]2C(C)C	4.6	9	14	-19	104	-25	1	22	-6
COc1ccc2cc3c(N)c(C(=O)NCc4ccco4)sc3nc2c1	1.9	3	14	-9	99	-10	3	-18	-1
Cc1cccc(/C(N)=N/OC(=O)Cc2cccs2)c1	-1.6	5	-5	8	97	22	-6	27	-4
COc1cccc(-c2csc(N3CCN(CC(=O)Nc4ccc5c(c4)OCO5)CC3)n2)c1	-0.7	1	-4	5	110	27	8	7	-7
CC(C(=O)O)N1CCCCC1 (centres undefined)	-1.4	2	7	6	105	2	-4	28	-1
CC1CCCCC1NC(=O)NC(=O)COC(=O)c1cncc(Br)c1 (centres undefined)	-1.2	-2	1	.	.	-7	-8	.	-6
CN(Cc1ccccc1)C(=O)COC(=O)/C=C/c1ccc2c(c1)OCO2	-5.2	5	14	.	.	3	6	.	-6
CCCOc1ccc(C2C3=C(CCCC3=O)N(CC(=O)O)C3=C2C(=O)CCC3)cc1OCC	0.0	2	-3	1	111	-11	-8	39	-13
CC1Sc2ccc(S(=O)(=O)N3CCC(C(=O)NCc4ccccc4)CC3)cc2NC1=O (centres undefined)	1.9	6	-11	-3	101	-7	3	38	2
CCOC(=O)C1CCN(S(=O)(=O)c2cccc(-c3cn4cc(C)ccc4n3)c2)CC1	1.4	3	-12	-13	109	-8	-1	29	-4
COc1ccccc1Cc1nc(-c2ccc(Br)o2)no1	1.9	2	-1	-4	106	12	0	13	-1

Looked up by compound from the list above, 2 records:
SMILES	CRFR2-BP ag	IDE cell activ	M4 PAM	pCIP destab	MEKK3 PB1 HTS	CRFBP-R2 block	IDE cell inh	PHOSPHO1 block	GalR3 antagonist
CCOC(=O)C1CCN(S(=O)(=O)c2cccc(-c3cn4cc(C)ccc4n3)c2)CC1	1.4	3	-12	-13	109	-8	-1	29	-4
COc1ccccc1-c1n[nH]c2c1[C@H](C)CC[C@H]2C(C)C	4.6	9	14	-19	104	-25	1	22	-6

The listing continues.
SMILES	CRFR2-BP ag	IDE cell activ	M4 PAM	pCIP destab	MEKK3 PB1 HTS	CRFBP-R2 block	IDE cell inh	PHOSPHO1 block	GalR3 antagonist
CC1CCCC(C)N1CCCNC(=O)c1ccc2nc(N3CCOCC3)sc2c1 (centres undefined)	0.4	6	1	-19	102	3	0	20	0
O=C(Nc1sc(-c2ccccc2)cc1C(=O)O)c1ccccc1	-2.4	10	4	-2	104	52*	-1	-3	-3
COc1ccc(NS(=O)(=O)c2cccc(C(=O)Nc3cccc(C(=O)O)c3)c2)cc1	0.4	5	-9	1	104	1	1	45	-9
CCCCOC(=O)C(C#N)c1nc2ccccc2nc1N1CCN(Cc2ccc3c(c2)OCO3)CC1 (centres undefined)	9.1	2	9	-18	117	2	-4	-2	2
COc1ccc(S(=O)(=O)NCC2CCC(C(=O)NCCC(C)C)CC2)cc1 (centres undefined)	-1.5	-7	2	-2	105	-9	10	0	2
COc1ccc(C(=O)OCC(=O)NCCCc2ccccc2)cc1OC	0.7	2	1	-3	109	-16	10	18	-4
COc1ccc2c(c1)CCN=C2Cc1ccc(OC)c(OC)c1	0.1	7	10	1	104	10	-1	-12	7
C[C@@H]1CN([C@H](C)CO)C(=O)CCCn2nncc2CO[C@H]1CN(C)S(=O)(=O)c1ccc(C#N)cc1	1.3	.	-5	.	.	40	.	.	-5
COc1ccccc1N1C(=O)CC(Sc2ccccc2N)C1=O (centres undefined)	-2.7	1	-3	-2	99	-11	1	18	-9
COCCN1Cc2cccc(C(=O)Nc3ccc4c(c3)OCCO4)c2C1=O	-2.6	-2	4	-8	94	17	3	-5	1
CC(C)(C)NCC(=O)c1c[nH]c2ccccc12	-1.4	5	2	-8	.	-8	-4	-1	-2
NC(=S)n1[nH]c(-c2ccc([N+](=O)[O-])cc2)c(N=Nc2ccc(Cl)cc2)c1=O	15	5	1	-11	97	11	.	44	.

Compound profiles (already shown). Values in the order: CRFR2-BP ag	IDE cell activ	M4 PAM	pCIP destab	MEKK3 PB1 HTS	CRFBP-R2 block	IDE cell inh	PHOSPHO1 block	GalR3 antagonist
NC(=S)n1[nH]c(-c2ccc([N+](=O)[O-])cc2)c(N=Nc2ccc(Cl)cc2)c1=O across the screens: 15	5	1	-11	97	11	.	44	.
COc1ccc(NS(=O)(=O)c2cccc(C(=O)Nc3cccc(C(=O)O)c3)c2)cc1 across the screens: 0.4	5	-9	1	104	1	1	45	-9
CC(C)(C)NCC(=O)c1c[nH]c2ccccc12 across the screens: -1.4	5	2	-8	.	-8	-4	-1	-2
COc1ccc2c(c1)CCN=C2Cc1ccc(OC)c(OC)c1 across the screens: 0.1	7	10	1	104	10	-1	-12	7

Additional compounds
SMILES	CRFR2-BP ag	IDE cell activ	M4 PAM	pCIP destab	MEKK3 PB1 HTS	CRFBP-R2 block	IDE cell inh	PHOSPHO1 block	GalR3 antagonist
Cc1ccsc1/C=N/n1c(-c2cc(-c3ccccc3)n[nH]2)n[nH]c1=S	-1.4	0	-7	3	99	-14	5	10	-4
Cc1ccc(NC(=O)c2ccccc2SCC(=O)N2CCCC2)cc1S(=O)(=O)N(C)C	0.5	-2	1	6	95	-12	2	48	0
O=C1Nc2cc(C(=O)N3CCOCC3)ccc2S/C1=C\c1ccccc1	-1.0	3	-4	-21	97	-11	-5	33	-10
Cc1ccccc1C(=O)Nc1ccccc1C(=O)NCC(C)C	-3.3	-3	-10	-5	111	16	-3	-9	0
O=C(CN1C(=O)C(=O)N(C2CCCC2)C1=O)NCCc1ccc(F)cc1	-4.5	-3	-1	.	.	-4	0	.	-1
CCOC(=O)c1c(-n2cnnn2)sc2c1CCCC2	-4.3	0	-20	-2	99	2	9	3	-6
COc1ccc(OCC(=O)Nc2ccc3c(c2)CCC3)cc1	-1.5	0	1	.	.	4	2	.	-5
Cc1noc(C)c1COc1ccc(C(=O)OCc2nnc(-c3ccc(Cl)cc3)o2)cc1	0.9	3	-14	-1	2.0*[inhibitor]	-17	8	-4	-4
COc1ccc(/C=C/C(=O)NCc2c(C)nn(C)c2C)cc1COc1ccc(Br)cc1	-1.8	-2	12	-1	101	-7	-1	59	-5
FC(F)(F)c1ccc(N2CCN(c3ncnc4c3nnn4Cc3ccccc3)CC2)nc1	3.4	2	4	-10	97	8	0	-16	0
C[C@]12CC[C@@H]3c4ccc(OC(=O)c5ccccc5)cc4CC[C@H]3[C@@H]1CC[C@@H]2O	-0.4	-3	2	-8	104	24	1	1	.
COc1ccc(S(=O)(=O)N2N=C(C)Oc3ccccc3C2=O)cc1	-0.8	5	10	-10	90	-2	3	38	3
CC1CCCN(c2nc3c(c(=O)n(C)c(=O)n3C)n2Cc2ccccc2)C1 (centres undefined)	-1.3	-2	-5	-10	115	-11	0	-12	-4
